Compound activity from PubChem.
STEP inh: inhibitors of human striatal-enriched phosphatase STEP | actives 0.25% (n = 360,000) | recombinant STEP, OMFP fluorogenic substrate, fluorescence | P54829 | AID 588621 | inhibition, % at 20 µM;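 active means inhibition at 20 µM, scaled per plate between control wells, above about 37%, limit read from the data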;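 further: 0% = DMSO with enzyme and substrate and 100% = substrate only without enzyme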
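Measure: Control-normalized % inhibition with plate pattern correction | Test system: STEP phosphatase, cell-free reaction | Medium: pH 6.0 Bis-Tris with DTT and Tween 20 | Technique: Fluorescence, 480/540 nm | Times: Reaction 20 min, ambient temperature | Doses: Single compound dose of 20 µM, 1% DMSO final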
LMPTP block: blocks human LMPTP phosphatase | P24666 | recombinant LMPTP-A, OMFP fluorogenic substrate, fluorescence intensity | inhibition, % at 20 µM | actives 0.22% (n = 360,000) | AID 651560;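 active means compounds that cut the enzyme signal by at least half of the control window in the single-dose screen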;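 further: plate controls were DMSO wells with enzyme plus substrate for no effect and substrate without enzyme for full effect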
Target sequence (P24666 whole entry, looked up): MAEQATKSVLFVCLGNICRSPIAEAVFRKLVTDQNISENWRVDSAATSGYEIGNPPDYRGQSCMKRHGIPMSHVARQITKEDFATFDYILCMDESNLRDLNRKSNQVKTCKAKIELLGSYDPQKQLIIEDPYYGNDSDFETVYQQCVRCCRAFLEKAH
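Assay system: LMPTP-A phosphatase enzyme | Input: 0.625 nM enzyme | Also added: Fluorogenic phosphatase substrate OMFP at 400 µM final | Compound dosing: One test concentration per compound, 20 µM, with 3% DMSO overall | Schedule: 50 min enzyme reaction at room temperature, protected from light | Signal: Fluorescence intensity | Benchmarks: no-enzyme and uninhibited controls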
NadD block: blocks S. aureus nicotinate mononucleotide adenylyltransferase. purified NadD enzyme, colorimetric absorbance read-out. inhibition, % at 20 µM. actives 0.78% (n = 360,000); in the data active means inhibition above about 26%; further: some compounds past the cut are filed as inactive
CSN deneddyl inh: inhibitors of human CSN-mediated cullin deneddylation; Purified CSN, SCF-Nedd8-OG deneddylation, fluorescence polarization; AID 651999; actives 0.38% (n = 360,000); inhibition, % at 12.5 µM;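 active means pattern-corrected inhibition above about 35%, with an unprinted fluorescence ratio check between 0.5 and 1.5, limit read from the data, passing the limit was not always enough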;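 further: 0% = enzyme with substrate and 100% = substrate without enzyme; some results filed as inactive read as strong as hits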
Target sequence (Q92905 whole entry, looked up, one chain of several): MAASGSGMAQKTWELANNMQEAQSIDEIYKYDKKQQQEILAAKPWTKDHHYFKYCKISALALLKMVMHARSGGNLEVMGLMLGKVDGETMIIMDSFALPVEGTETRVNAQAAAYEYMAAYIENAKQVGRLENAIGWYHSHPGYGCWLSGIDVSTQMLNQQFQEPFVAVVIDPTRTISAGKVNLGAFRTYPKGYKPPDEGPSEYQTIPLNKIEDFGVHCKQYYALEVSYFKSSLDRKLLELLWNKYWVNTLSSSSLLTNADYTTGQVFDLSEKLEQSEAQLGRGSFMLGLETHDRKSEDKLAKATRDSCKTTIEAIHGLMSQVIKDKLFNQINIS
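assay system = purified human Csn5 enzyme expressed in HEK293T cells | amount = 0.24 nM enzyme | buffer or medium = Tris/NaCl/DTT buffer, pH 7.5 | reagent = 10 nM SCFSkp2-Nedd8OG | compound = one concentration, 12.5 µM, 0.25% DMSO | times = 90 min reaction at room temperature | signal = FP | read-out basis = % inhibition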
Scp-1 inhibitor: blocks human Scp-1 phosphatase activity; Q9GZU7; Recombinant Scp1, phosphopeptide, malachite green phosphate absorbance; inhibition, % at 20 µM; actives 0.88% (n = 340,000); AID 493091;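 active means inhibition above about 50% at 20 µM, limit read from the data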;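 further: plate controls were DMSO wells with enzyme for no effect and wells lacking enzyme for full effect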
Target sequence (Q9GZU7 76-261 limits assumed): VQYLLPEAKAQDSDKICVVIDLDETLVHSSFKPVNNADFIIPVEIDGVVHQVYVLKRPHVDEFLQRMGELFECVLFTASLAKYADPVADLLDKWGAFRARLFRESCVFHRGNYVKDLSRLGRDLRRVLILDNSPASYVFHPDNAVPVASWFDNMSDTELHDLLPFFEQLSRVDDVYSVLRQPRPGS
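Material – SCP-1 phosphatase catalytic domain, residues 76-261 · Buffer or medium – Acidic Tris acetate buffer with magnesium and detergent · Also added – Phospho 17-mer peptide substrate · Compound – single 20 µM dose, 1% DMSO · Times – 45 min room-temperature reaction, 5 min colour, 30 min stabiliser · Technique – Phosphate-binding colour reagent, absorbance read at 630 nm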
Rpn11 inh: Rpn11 (human) deubiquitinase inhibition; O00487; human 26S proteasome, Ub4-pepOG fluorescence polarization; 20S core pre-blocked with epoxomicin; calls only at 20 µM; actives 0.59% (n = 360,000);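 active means inhibition at 20 µM, scaled to each plate's controls, above about 33%, limit read from the data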
Target sequence (O00487 whole entry, looked up): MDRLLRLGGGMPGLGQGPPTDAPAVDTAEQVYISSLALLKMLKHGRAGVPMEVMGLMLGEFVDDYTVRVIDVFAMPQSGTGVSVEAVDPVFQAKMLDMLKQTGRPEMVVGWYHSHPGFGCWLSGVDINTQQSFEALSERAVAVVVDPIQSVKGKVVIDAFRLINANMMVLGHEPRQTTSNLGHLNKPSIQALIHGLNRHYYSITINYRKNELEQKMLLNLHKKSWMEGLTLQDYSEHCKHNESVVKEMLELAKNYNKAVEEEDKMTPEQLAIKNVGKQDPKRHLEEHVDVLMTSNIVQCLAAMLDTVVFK
DNMT1 inh: blocks human DNA methyltransferase DNMT1; DNMT1 molecular beacon, Hinp1I cleavage, fluorescence; inhibition (reported as % activation of signal), % at 10 µM; actives 0.83% (n = 360,000); AID 588458; in the data active means inhibition above about 50%
Tb MetRS inh: blocks T. brucei methionyl-tRNA synthetase activity; purified T. brucei MetRS, ATP depletion, Kinase-Glo luminescence; inhibition, % at 11.9 µM; actives 0.4% (n = 360,000); AID 624268;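 active means inhibition above a per-plate cutoff of the control wells' mean inhibition plus 3 SD, cut at about 5.5% in these data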;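 further: 0% = DMSO wells median and 100% = median of wells with control inhibitor compound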
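Test system: purified T. brucei MetRS enzyme. Also added: ATP, methionine and E. coli bulk tRNA substrates. Compound: 11.9 µM single point. Schedule: 15 min enzyme-compound preincubation, 2 h reaction, 10 min detection, 25 °C. Signal: luciferase luminescence of residual ATP, Kinase-Glo. Evaluation: percent inhibition versus plate control medians. Controls: DMSO wells, low control.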
MLLE-PAM2 inh: inhibitors of microRNA-mediated deadenylation, human PABP1 MLLE binding; inhibition, % at 20 µM; GST-MLLE / FITC-PAM2 fluorescence polarization; actives 0.36% (n = 360,000); in the data active means inhibition above about 35%, passing the limit was not always enough;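 further: plate controls were DMSO wells with GST-MLLE for no effect and wells lacking GST-MLLE protein for full effect; some results filed as inactive read as strong as hits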
SUMO1 PPI mod: modulators of human SUMO1-mediated protein-protein interactions; P63165; SUMO1 binding to a labelled peptide, TR-FRET, 1 h; inhibition, % at 20 µM; actives 0.33% (n = 360,000); AID 602429; in the data active means inhibition above about 37%
* hit, by the source's call; i = inactive; x = no result given.

SMILES | STEP inh | LMPTP block | NadD block | CSN deneddyl inh | Scp-1 inhibitor | Rpn11 inh | DNMT1 inh | Tb MetRS inh | MLLE-PAM2 inh | SUMO1 PPI mod
O=C(CSCc1nc2ccccc2[nH]1)Nc1ccc2ccccc2c1 | 12 | 0.2 | -4 | 4 | -1 | i | 2 | 0.6 | 10 | 2
Cc1ccc(CNCC(=O)Nc2ccc(N3CCOCC3)cc2)cc1 | -1 | 3.3 | -1 | -2 | -4 | i | -2 | -1.1 | 1 | -2
CCOc1ccc2nc(NC(=O)c3ccoc3C)sc2c1 | 1 | 3.0 | 1 | 5 | -10 | i | -5 | -4.7 | -14 | 6
CCOC(=O)C1CCN(S(=O)(=O)c2ccc(OC)c(OC)c2)CC1 | 1 | -1.9 | -2 | -3 | -3 | i | 0 | -0.5 | -11 | -2
O=C(Nc1ncn[nH]1)c1ccc(Cl)cc1Cl | 12 | -1.7 | -3 | -5 | -7 | i | 1 | 0.0 | -2 | 3
CN(C)C(CNc1ccc([N+](=O)[O-])cc1C#N)c1ccccc1 (stereo not given) | 4 | -1.5 | 2 | -3 | -5 | i | 1 | -0.6 | 1 | -11
O=C(OCC(=O)N1CCN(C(=O)c2ccco2)CC1)c1cn(-c2ccccc2)nc1-c1ccccc1 | 0 | 2.2 | -2 | 3 | -9 | i | -13 | 0.0 | -18 | 0
COc1ccc(C2=NS(=O)(=O)N(C)C(C(=O)Nc3ccc(OC)c(OC)c3)=C2)cc1 | 7 | 1.0 | -5 | -5 | -15 | i | -17 | -0.4 | 15 | -18
CCCn1cnc2c(oc3ccccc32)c1=O | -5 | -0.2 | -1 | 7 | -9 | i | 1 | -0.6 | 2 | -1
CC1=CC=CC2=NC(=O)CC(C)(C(=O)O)N12 (stereo not given) | -1 | -1.6 | -2 | -5 | -4 | i | 0 | -0.1 | -8 | 4
N=c1c(C(=O)NCc2ccc3c(c2)OCO3)cc2c(=O)n3ccccc3nc2n1Cc1cccnc1 | 2 | 65* | 30 | 7 | -3 | i | 0 | 0.2 | -12 | -21
O=C(/C=C/c1ccccc1Cl)c1ccc[nH]1 | 2 | 0.8 | 0 | -5 | -7 | i | -2 | -0.1 | -11 | -11
CCc1cccc(CC)c1NC(=S)NCc1ccc2[nH]c(C)cc2c1 | 4 | 3.2 | 8 | 9 | -5 | i | -20 | -0.1 | -19 | 3
CCOC(=O)Cn1nc(C)n(-c2ccc(Br)cc2)c1=O | 0 | -0.8 | 0 | 2 | -3 | i | 8 | -1.2 | 1 | 2
CCN(C(=O)CSc1nnnn1-c1ccc(OC)cc1)C1CCS(=O)(=O)C1 (stereo not given) | 2 | -0.9 | 2 | 4 | -7 | i | -1 | 0.2 | 14 | 0
COc1ccc(NC(=O)CNC(=O)Cc2cccc3ccccc23)c(OC)c1 | 2 | -0.3 | 5 | 6 | 3 | i | -7 | -0.4 | -19 | 6
Cc1ccc(C(=O)Nc2ccc(S(=O)(=O)N3CCc4ccccc4C3)cc2)o1 | -1 | 2.5 | -4 | 1 | -13 | i | -14 | -0.3 | 15 | 1
COc1cccc(/C=C/C(=O)N2CCN(S(=O)(=O)c3ccccc3)CC2)c1 | 0 | -1.2 | -9 | 2 | x | i | -2 | 0.6 | 5 | -3
CCN(CC)c1nc2n(c(=O)n1)CCN2CC | -2 | -0.4 | 4 | -3 | -8 | i | 1 | 0.0 | -7 | -2
CNc1ccc(-c2cccc([N+](=O)[O-])c2)cn1 | 0 | 0.5 | 8 | -1 | x | i | 5 | 0.2 | -3 | -30
COc1ccccc1N1CCN(C(=O)/C=C/c2ccccc2)CC1 | -2 | -2.5 | 6 | 5 | 1 | i | 6 | -0.4 | -8 | -4
CCN(CC(=O)Nc1ccccc1C(F)(F)F)C(=O)C1CSC2(C)CCC(=O)N12 (stereo not given) | -4 | -12 | 2 | 1 | -13 | i | -7 | -0.1 | -11 | -34
CC(C)OCCCNC(=O)NC(=O)c1ccc(Cl)cc1 | -1 | -1.2 | 0 | 1 | -9 | i | 1 | -0.2 | -4 | -1
Cn1c(CN2CCOCC2)nnc1SCc1ccccc1 | 1 | -1.4 | -2 | 5 | -9 | i | 3 | -0.3 | 2 | 1
Cc1ccc(CCNC(=O)C23CN(Cc4ccccc4)CC2C(c2cccc([N+](=O)[O-])c2)=NO3)cc1 (stereo not given) | -1 | 4.9 | 2 | -2 | -2 | i | 3 | 0.8 | 1 | 0
COc1ccc(C2/C(=C(/O)c3ccc4c(c3)CC(C)O4)C(=O)C(=O)N2Cc2ccncc2)cc1 (stereo not given) | 1 | 3.2 | 8 | 0 | -10 | i | 1 | -0.1 | 9 | -12
S=C(Nc1cccnc1)N1CCN(c2ccccc2Cl)CC1 | 0 | 0.7 | -8 | -3 | -7 | i | -1 | 1.1 | -111 | 2
Cc1noc(C)c1COc1ccccc1C(=O)NCCOc1ccccc1F | 0 | -0.1 | 3 | -3 | -3 | i | 0 | -0.1 | -8 | 2
Cc1cc(N2CCN(C)CC2)nc2ccc(NC(=S)N3CCN(c4ccc(Cl)cc4)CC3)cc12 | 3 | -4.1 | -11 | 5 | -12 | i | -11 | -0.6 | -53 | -138
O=C(COC(=O)c1ccc([N+](=O)[O-])o1)Nc1ccc(F)cc1 | 0 | -0.1 | -3 | -3 | -4 | i | -3 | -0.1 | 2 | -32
N/C(=N\OC(=O)Cc1ccccc1[N+](=O)[O-])c1cccnc1 | -3 | -0.3 | -6 | -3 | 1 | i | 0 | 0.5 | -2 | -6
CC(C)(C)N/N=C/c1cc(Cl)cc([N+](=O)[O-])c1O | 6 | 0.9 | 5 | 2 | -7 | i | 11 | -0.5 | 9 | -9
CC1CN(C(=O)N2CCCCC2)CCN1C(=O)N1CCCCC1 (stereo not given) | 2 | -1.1 | -6 | -6 | 1 | i | 1 | -0.2 | 6 | 1
Cc1cccc(NNC(=O)C2CCC2)c1 | -2 | -0.7 | -5 | -1 | -2 | i | 1 | -0.2 | -3 | -1
Cc1nn(CC(=O)Nc2ccccn2)c(C)c1[N+](=O)[O-] | -3 | -1.8 | -2 | 2 | -3 | i | 1 | 0.1 | 8 | 4
CS(=O)(=O)Oc1ccc2c(c1)O/C(=C\c1cccnc1)C2=O | -4 | 0.2 | -7 | -2 | -4 | i | 6 | -0.2 | 7 | -31
COc1cccc(/C=N/NC(N)=S)c1OS(=O)(=O)c1ccccc1 | 0 | -0.5 | 1 | -2 | 9 | i | 2 | -1.0 | -5 | -1
C/C(CC(C)C)=N\Nc1ccc(S(N)(=O)=O)cc1[N+](=O)[O-] | -2 | 1.6 | -3 | -2 | -6 | i | 1 | -0.5 | -2 | -18
CCN(c1ccccc1)S(=O)(=O)c1cc(C(=O)Oc2ccc3c(C)cc(=O)oc3c2)ccc1C | -2 | 1.8 | 0 | 1 | -19 | i | 6 | 0.5 | -11 | 5
CC(=O)CSc1nnc(-c2ccncc2)n1C | -2 | 0.1 | 0 | 1 | 6 | i | 6 | 0.1 | -2 | 2
Cc1ccc(S(=O)(=O)Nc2cccc(/C=C/C(=O)O)c2)cc1 | 0 | -0.9 | -4 | 5 | 5 | i | 2 | -0.5 | 4 | -3
O=C(O)C1CCCCC1C(=O)Nc1ccccc1F (stereo not given) | 0 | -0.9 | -2 | -11 | 0 | i | -5 | 0.0 | 14 | 2
Brc1ccc(-c2csc(N/N=C/c3ccc4c(c3)OCO4)n2)cc1 | 0 | 2.2 | 14 | -15 | -5 | i | -8 | 0.7 | -51 | -4
O=C(NCc1ccccc1)C1=C[C@H](c2ccccc2)C[C@H](OCc2ccc(CO)cc2)O1 | -1 | 2.9 | 2 | 2 | -12 | i | -4 | -0.3 | 1 | 5
COc1ccccc1OCCCCCCN1CCOCC1 | -2 | -2.0 | -9 | 1 | 5 | i | 4 | -0.3 | -6 | 3
CC(C)N(C(=O)Cn1cc(SCC(=O)NCC2CCCO2)c2ccccc21)C(C)C (stereo not given) | -3 | -0.7 | -1 | 2 | 7 | i | -1 | -1.1 | 5 | -2
Cc1ccc(NC(=O)[C@H](Cc2ccccc2)NC(=O)C2CCNCC2)cc1 | -1 | -0.8 | -3 | -4 | -5 | i | 3 | -0.6 | 4 | -7
Cc1cccc(NC(=S)NC(=O)C(c2ccccc2)c2ccccc2)n1 | 7 | 0.6 | 6 | 1 | -7 | i | 2 | -0.3 | 12 | 9
O=C(O)CCC(=O)N(Cc1ccco1)c1nc(-c2ccccc2)cs1 | 3 | 0.4 | 1 | 10 | -4 | i | 0 | -0.2 | 12 | 1
O=C(NCC1CCCO1)c1ccc2c(c1)N(Cc1ccc(F)cc1Cl)C(=O)CS2 (stereo not given) | -2 | -0.6 | -1 | -2 | -7 | i | -1 | 0.8 | 5 | 4
CCCCCCCCOc1ccc(C2OC34CCCCC3C(C#N)(C#N)C2(C#N)C(=N)O4)cc1 (stereo not given) | -3 | 2.7 | 15 | -19 | -14 | i | -2 | -1.2 | 85 | 14
CCN(CC(=O)Nc1cc(Cl)ccc1C)C(=O)CCS(=O)(=O)c1ccc(C)cc1 | 4 | 0.1 | 1 | 1 | 1 | i | -1 | -0.6 | -43 | 0

Structures shown so far that have fluorine (5):
SMILES | STEP inh | LMPTP block | NadD block | CSN deneddyl inh | Scp-1 inhibitor | Rpn11 inh | DNMT1 inh | Tb MetRS inh | MLLE-PAM2 inh | SUMO1 PPI mod
CCN(CC(=O)Nc1ccccc1C(F)(F)F)C(=O)C1CSC2(C)CCC(=O)N12 (stereo not given) | -4 | -12 | 2 | 1 | -13 | i | -7 | -0.1 | -11 | -34
Cc1noc(C)c1COc1ccccc1C(=O)NCCOc1ccccc1F | 0 | -0.1 | 3 | -3 | -3 | i | 0 | -0.1 | -8 | 2
O=C(COC(=O)c1ccc([N+](=O)[O-])o1)Nc1ccc(F)cc1 | 0 | -0.1 | -3 | -3 | -4 | i | -3 | -0.1 | 2 | -32
O=C(O)C1CCCCC1C(=O)Nc1ccccc1F (stereo not given) | 0 | -0.9 | -2 | -11 | 0 | i | -5 | 0.0 | 14 | 2
O=C(NCC1CCCO1)c1ccc2c(c1)N(Cc1ccc(F)cc1Cl)C(=O)CS2 (stereo not given) | -2 | -0.6 | -1 | -2 | -7 | i | -1 | 0.8 | 5 | 4
